EWS-Fli block: EWS/Fli-driven NR0B1 reporter inhibitors, primary screen, A673 cells, NR0B1 luciferase, luminescence, MLPCN library. viability-normalised. inhibition, % at 12.6 µM. 350,000 tested, 0.67% active. AID 651661, 2012;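 active means mean inhibition of at least 50% after viability correction, with every replicate also passing that limit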;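 further: firefly luciferase signal divided by Alamar Blue viability fluorescence both relative to DMSO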
RAD52 inh: RAD52 DNA annealing inhibitors, primary screen, biochemical, FRET, single point, set 2 | DNA repair protein RAD52 homolog (Homo sapiens), P43351 | recombinant RAD52 DNA annealing, FRET fluorescence | inhibition, % at 18.7 µM | 360,000 tested, 0.46% active | AID 651710, 2012;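 active means every replicate showing at least 50% inhibition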
Target sequence (P43351 whole entry, looked up): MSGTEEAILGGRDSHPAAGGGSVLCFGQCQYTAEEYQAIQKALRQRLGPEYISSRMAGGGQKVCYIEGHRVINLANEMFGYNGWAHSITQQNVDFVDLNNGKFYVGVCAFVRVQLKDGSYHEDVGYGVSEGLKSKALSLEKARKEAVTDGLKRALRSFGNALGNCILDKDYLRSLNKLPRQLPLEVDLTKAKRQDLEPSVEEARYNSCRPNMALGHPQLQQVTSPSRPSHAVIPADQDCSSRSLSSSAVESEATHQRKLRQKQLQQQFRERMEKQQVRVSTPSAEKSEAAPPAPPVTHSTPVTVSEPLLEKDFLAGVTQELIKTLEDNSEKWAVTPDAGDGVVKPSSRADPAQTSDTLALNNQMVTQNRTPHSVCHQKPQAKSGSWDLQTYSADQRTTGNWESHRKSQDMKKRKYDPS
esBAF inh: Bmi1 luciferase reporter increase in mESCs, primary screen, esBAF inhibitor project, mouse ES cells, Bmi1 luciferase knock-in, single point. 24 h; 100% = twice the neutral-well signal. reporter increase, % at 12.5 µM. 350,000 tested, 2% active; in the data active means activation above about 40%;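 further: 0% = median of the plate's neutral control wells and 100% = double that signal; a rise in the Bmi1 reporter signal indicates esBAF inhibition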
S100A4 inh HTS: inhibitors of S100A4-myosin IIA peptide binding, primary screen, biochemical, fluorescence polarization, TAMRA-MyoIIA peptide; Protein S100-A4 (Homo sapiens), P26447; inhibition, % at 10.7 µM; 360,000 tested, 0.14% active; AID 652163, 2013;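 active means mean inhibition of at least 70% across replicates, with every replicate also reaching that level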
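incubation = readout 5 min after mixing, signal stable up to 60 min | system = S100A4 monomer protein | buffer or medium = HEPES pH 7.2 with CaCl2, KCl, NaCl, DTT, Triton | benchmarks = neutral control DMSO, positive control TFP | also added = fluorescent myosin IIA peptide, 5 nM | compound dosing = one concentration per compound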
Xi reactivation: activators of inactive X chromosome reactivation, primary screen, imaging, XiGFP fibroblasts, GFP high-content imaging, set 2; AID 743238, 2013; activation, % at 7.58 µM; 360,000 tested, 0.055% active; XiGFP mouse fibroblasts, % GFP-positive cells imaging, 3 d; cells co-treated with 5-aza-dC sensitizer; scaled so ellipticine positive control = 100%;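 active means mean normalized replicate activation at least 10% and every replicate at or above 10%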;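 further: 0% = median of on-plate neutral control wells and 100% = ellipticine 6 µM median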
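System: XiGFP fibroblasts, SV40-immortalized. Medium: DMEM plus 5-aza-dC sensitizer. Doses: single point. Timing: 3 d treatment, 15 min room-temperature fixation. Control set: ellipticine 6 µM.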
RAD54 inh: inhibitors of human RAD54 branch migration, primary screen, biochemical, fluorescence, single point. DNA repair and recombination protein RAD54-like (Homo sapiens), Q92698. RAD54 Holliday junction branch migration, FAM/BHQ fluorescence. inhibition, % at 10.4 µM. 360,000 tested, 0.14% active;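 active means mean normalized replicate activity at least 40 and at least half of replicates scoring 40 or more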;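 further: 0% = median of neutral control wells and 100% = median of positive control wells; inhibitors cause a drop in the FAM fluorescence signal; in these data hits start at about 50%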
FN deposit inh: inhibitors of fibronectin matrix deposition, primary screen, AH1F cells, Alexa488-fibronectin fluorescence, plate reader; AH1F fibroblasts, overnight; inhibition, % at 12.6 µM; 350,000 tested, 0.086% active; AID 743247, 2014;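 active means mean inhibition across replicates of 30% or more, regardless of how many single replicates reach that level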;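 further: positive control wells lacked labelled fibronectin entirely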
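material = AH1F fibroblast monolayer depositing Alexa488-labelled fibronectin into matrix | amount = 10000 AH1F cells/well | buffer or medium = DMEM plus 2% serum, read in PBS | incubation = 1 h cell adhesion before compound, then overnight fibronectin incubation | detection = fluorescence at 485 nm excitation, 525 nm emission | evaluation = percent inhibition as loss of matrix-bound fibronectin fluorescence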
E-sel inducer: E-selectin induction in HUVECs, primary screen, imaging, HUVEC, immunofluorescence imaging, single point | normalized: neutral wells 0, TNF-alpha wells 100 | activation, % at 7.58 µM | 260,000 tested, 0.37% active | AID 686992, 2013;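 active means mean E-selectin-positive cell signal at least 10% of the positive control, reached in at least 60% of replicates, without over 20% cell loss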;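 further: in these data hits start at about 27%; measured in HUVEC primary endothelial cells; signal is the percent of cells scored E-selectin positive by PE staining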
Target sequence (P16581 whole entry, looked up): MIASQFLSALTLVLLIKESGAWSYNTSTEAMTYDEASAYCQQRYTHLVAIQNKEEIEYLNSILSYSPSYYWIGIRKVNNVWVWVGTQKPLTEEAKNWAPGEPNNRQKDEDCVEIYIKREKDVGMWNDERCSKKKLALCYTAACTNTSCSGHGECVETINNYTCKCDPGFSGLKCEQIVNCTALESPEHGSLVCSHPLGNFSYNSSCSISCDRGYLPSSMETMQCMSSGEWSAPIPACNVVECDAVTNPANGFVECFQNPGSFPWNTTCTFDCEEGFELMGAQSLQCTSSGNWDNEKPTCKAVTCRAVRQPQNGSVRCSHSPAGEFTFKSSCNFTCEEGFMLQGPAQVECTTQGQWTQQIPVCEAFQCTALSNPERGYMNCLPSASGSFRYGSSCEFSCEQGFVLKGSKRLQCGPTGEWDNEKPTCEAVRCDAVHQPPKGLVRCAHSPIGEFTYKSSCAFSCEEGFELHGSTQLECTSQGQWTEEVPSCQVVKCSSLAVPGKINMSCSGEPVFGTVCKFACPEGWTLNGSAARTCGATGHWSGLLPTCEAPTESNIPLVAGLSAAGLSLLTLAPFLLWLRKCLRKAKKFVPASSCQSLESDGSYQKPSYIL
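Test system: HUVEC | Signal: Immunofluorescence imaging | Read-out: Percent E-selectin-positive cells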
Active calls of the source: *; nt = no result given; & = joins results of further samples.

smiles,EWS-Fli block,RAD52 inh,esBAF inh,S100A4 inh HTS,Xi reactivation,RAD54 inh,FN deposit inh,E-sel inducer
COc1ccc([Si](C)(C)[C@H]2[C@H](CCn3cc([C@H](O)c4ccccc4)nn3)O[C@@]3(C(=O)N(C)c4c(Br)cc(C)cc43)[C@@H]2C)cc1,-1,23,nt,-5,nt,1,nt,nt
COCC(=O)Nc1ccc2c(c1)[C@H]1C[C@H](CC(=O)NC3CCCCC3)O[C@H](CO)[C@H]1O2,-5,-20,19,2,0.7,-2,-5,-0.1
Cc1cc(N/N=C/c2cccc([N+](=O)[O-])c2)nc(-n2nc(C)cc2C)n1,26,-9,-5,-20,-0.1,-9,6,nt
CCCN(C)C[C@@H]1OCCCC[C@H](C)Oc2ccc(NC(=O)c3ccccc3)cc2C(=O)N([C@H](C)CO)C[C@@H]1C,1,16,-2,4,-0.6,2,nt,-0.1
Cc1cccc(C)c1NC(=O)CNC(=O)CNC(=O)c1ccc2c(c1)OCO2,-3,-1,-4,2,0.0,2,-10,3.6
COc1ccc(S(=O)(=O)N(C)C)cc1NC(=O)COC(=O)c1nc2nccc(C)n2n1,15,-10,-3,0,0.0,nt,-7,0.0
COc1ccc(CCN2CC(C(=O)Nc3ccc4c(c3)OCO4)CC2=O)cc1OC (configuration not stated),-3,-15,4,3,0.0,nt,-12,-3.7
COc1ccc(CC(=O)N2CCN(C(=O)Cc3ccc(OC)c(OC)c3)CC2)cc1OC,-3,-5,nt,0,0.2,-2,12,-0.2
Cc1c(OCC(=O)NCc2ccccn2)ccc2c(-c3ccccc3)cc(=O)oc12,13,-10,13,-4,nt,12,nt,nt
CCC(=O)N1CC[C@@H]2[C@H]1c1cc(-c3ccccc3)ccc1N(C)[C@H]2CO,3,-12,-1,4,0.1,-6,-2,-0.5
Cc1cccc(C(C)C)c1NC(=O)Cc1ccc(S(=O)(=O)N2CCOCC2)s1,2,5,nt,-1,0.0,nt,3,-0.1
COc1ccc(-c2csc(C(O)c3ccccc3)n2)cc1 (configuration not stated),-104,-8,92*,7,0.0,-7,-3,-0.1
C=CCN1C(=O)c2n[nH]c(C(C)C)c2C1c1ccc2c(c1)OCO2 (configuration not stated),-13,5,nt,0,1.6,nt,8,0.0
CC1(C)Cc2cccc(OCC(=O)NCCOc3ccccc3)c2O1,8,-6,-1,-3,0.0,-2,-4,0.7
O=C1CC2(CCCC2)C(=O)N1c1ccc(S(=O)(=O)NCC2CC2)cc1Cl,2,-7,0,-2,-0.1,2,-1,-0.2
Cc1cccc2c(=O)oc(-c3ccccc3Cl)nc12,8,-9,-2,-13,0.0,4,-3,nt
Cc1nnc(SCC(=O)Nc2c(Cl)cccc2Cl)[nH]c1=O,-13,-7,-6,5,0.1,-15,2,-0.4
C/C=C/c1ccc2c(c1)O[C@@H](CN(C)Cc1ccncc1)[C@H](C)CN([C@H](C)CO)S2(=O)=O,14,-9,1,0,-0.6,-5,-12,0.6
CCC(C)OC1OC(CO)C(O)C(O)C1NC(C)=O (configuration not stated),-5,-9,nt,-3,0.1,nt,-2,-1.4
COc1ccc2c3c([nH]c2c1)[C@@H](CO)N(C(=O)NC1CCCC1)CC31CCN(S(C)(=O)=O)CC1,-9,-8,nt,-25,0.0,nt,4,-0.2
Cc1ccc(S(=O)(=O)Nc2ccc3c(c2)CC(=O)N([C@@H](C)CO)C[C@@H](C)[C@@H](CN(C)S(=O)(=O)c2ccccc2)O3)cc1,1,nt,-2,nt,0.2,1,5,-0.2
Cc1cccc(S(=O)(=O)N2C[C@@H](O)COC[C@H]3O[C@@H](CC(=O)NCc4ccncn4)CC[C@@H]32)c1,-6,4,3,7,0.0,-2,-14,0.0
O=C([C@H]1O[C@@H](n2ccc(=O)[nH]c2=O)[C@H](O)[C@@H]1O)N1CCSC1,-3,-15,-1,11,0.0,-4,3,0.2
CCCNC(=O)N1[C@H](CO)[C@@H](c2ccc(-c3ccc(C(=O)N(C)C)cc3)cc2)[C@@H]1C#N,2,-19,-1,-7,0.0,7,-3,-0.6

In a second layout: entries from further up
Cc1cc(N/N=C/c2cccc([N+](=O)[O-])c2)nc(-n2nc(C)cc2C)n1
- EWS-Fli block: 26
- RAD52 inh: -9
- esBAF inh: -5
- S100A4 inh HTS: -20
- Xi reactivation: -0.1
- RAD54 inh: -9
- FN deposit inh: 6
- E-sel inducer: nt

Cc1cccc(C)c1NC(=O)CNC(=O)CNC(=O)c1ccc2c(c1)OCO2
- EWS-Fli block: -3
- RAD52 inh: -1
- esBAF inh: -4
- S100A4 inh HTS: 2
- Xi reactivation: 0.0
- RAD54 inh: 2
- FN deposit inh: -10
- E-sel inducer: 3.6

O=C([C@H]1O[C@@H](n2ccc(=O)[nH]c2=O)[C@H](O)[C@@H]1O)N1CCSC1
- EWS-Fli block: -3
- RAD52 inh: -15
- esBAF inh: -1
- S100A4 inh HTS: 11
- Xi reactivation: 0.0
- RAD54 inh: -4
- FN deposit inh: 3
- E-sel inducer: 0.2

The results go on:
smiles,EWS-Fli block,RAD52 inh,esBAF inh,S100A4 inh HTS,Xi reactivation,RAD54 inh,FN deposit inh,E-sel inducer
Cc1c(C(=O)NNC(=O)c2csc(N3CCOCC3)n2)cccc1[N+](=O)[O-],-1,1,2,-4,0.4,nt,1,1.3
C[C@@H]1CN([C@@H](C)CO)C(=O)Cc2cc(NC(=O)Nc3ccccc3)ccc2O[C@H]1CN(C)C(=O)Nc1ccc(F)cc1,-9,13,1,-3,-0.5,0,nt,0.2
CO[C@@H]1CN(C)C(=O)c2ccc(NC(=O)C3CCCCC3)cc2OC[C@H](C)N(Cc2nccs2)C[C@H]1C,2,16,-3,1,-0.3,-1,13,0.1
C[C@H]1CN([C@@H](C)CO)C(=O)c2cc(NC(=O)Nc3cccc4ccccc34)ccc2O[C@@H]1CN(C)S(=O)(=O)c1ccc(Cl)cc1,7,nt,0,-14,-0.1,9,nt,-2.4
CN(C)c1ccc(C(=O)/C=C/c2cccnc2)cc1,-92,-37,63*,1,0.1,3,10,0.0
O=C(CC(=O)c1ccccc1)CC(O)(C=Cc1ccccc1)c1ccccc1 (configuration not stated),-49,-19,36,0,0.0,-5,-17,0.1
CC(C)(C)NC(=O)[C@@H]1C[C@@H]2CCCC[C@@H]2CN1C[C@@H](O)[C@H](Cc1ccccc1)NC(=O)[C@H](CC(N)=O)NC(=O)c1ccc2ccccc2n1,9&6,3&-10,13&-2,1&-5,-0.1&0.1,-8&0,4&-5,-0.1&0.2
C[C@H](CO)N1C[C@H](C)[C@H](CN(C)Cc2ccccc2)OCCCC[C@H](C)Oc2ccc(NC(=O)Nc3ccc(F)cc3)cc2C1=O,-1,44,5,13,0.3,1,nt,2.6
COc1ccc(-c2sc3ccccc3c2C#Cc2cncn2C)cc1,12,-16,-3,-1,0.0,3,17,0.1
O=C(NC1CCCCC1)C(c1cccnc1)N(C(=O)c1csnn1)c1ccc(F)cc1 (configuration not stated),7,-2,-3,1,0.5,7,3,0.6
N#C/C(=C/c1ccncc1)c1nc2ccccc2s1,-15,-68,27,1,1.5,nt,2,1.5
Cc1c2n(c3ccccc13)CC/C2=N\O,-9,-3,4,6,0.3,-3,-1,-0.1
O=c1[nH]c2ccc(S(=O)(=O)Nc3ccccc3O)cc2[nH]1,6,-23,-2,2,0.0,-2,9,nt
C[C@@H]1CCCCO[C@H](CN(C)C(=O)Nc2ccc3c(c2)OCO3)[C@H](C)CN([C@H](C)CO)C(=O)c2cc(NS(C)(=O)=O)ccc2O1,5,-7,2,0,-0.4,-1,nt,-0.1
COc1ccc(Cl)cc1NS(=O)(=O)c1cc(Cl)ccc1OC,nt,-8,-3,3,nt,-5,nt,nt
COc1ccc(S(=O)(=O)N2CCN(Cc3cccc(OC)c3OC)CC2)cc1,2,0,-7,-7,0.0,3,4,0.6
CCC(=O)N1C[C@@H](C)[C@@H](OC)CN(C)C(=O)c2cc(NC(=O)C3CCOCC3)ccc2OC[C@H]1C,0,5,5,-2,-0.5,-5,-7,-0.1
CC1Cc2ccccc2N1S(=O)(=O)c1cccc(C(=O)NCc2ccncc2)c1 (configuration not stated),12,-22,-37,-2,-0.6,-17,-2,0.7
O=C(COC(=O)c1ccc(NS(=O)(=O)c2cccs2)cc1O)NCc1ccccc1,42,-54,-7,-7,0.2,-11,-3,6.8
O=C(NCC[C@@H]1CC[C@@H](NC(=O)C2CC2)[C@@H](CO)O1)Nc1ccc(C(F)(F)F)cc1,-6,9,3,7,1.9&0.2,-5,10&-18,1.3
CCc1nc2ccc(C(=O)Nc3ccc(OC)c(OC)c3)cn2c1N(CC)CCOC,5,-7,4,-1,0.0,-3,-16,-3.1
COc1ccc(C(=O)/C=C2/c3ccccc3CC(C)(C)N2C)cc1OC,-3,2,nt,-41,0.4,3,3,-1.3
CNc1nnc(-c2ccco2)s1,-5,-14,-1,-3,0.2,nt,-4,nt
Cc1ccc(NS(=O)(=O)c2ccc(-n3cccn3)cc2)c(Cl)c1,7,-1,-1,-4,0.1,-12,1,0.1
COc1ccc(-c2nc3c(C(=O)NCCN(C)C)cccc3c3ccccc23)cc1,4,101*,nt,-1,0.0,nt,-3,0.5
CN1C(=O)c2cc(NS(C)(=O)=O)ccc2OC[C@@H]2O[C@@H](CC(=O)NCc3ccc(-c4ccccc4)cc3)CC[C@H]21,3,nt,-5,nt,0.2,nt,-13,0.0
CCCC#Cc1ccc([C@@H]2[C@@H](CO)N3CCCCN(S(=O)(=O)c4ccccc4C)C[C@H]23)cc1,2,-6,nt,4,0.0,4,nt,-0.7
COc1ccc2c3c([nH]c2c1)[C@@H](CO)N(C(=O)c1ccccc1)CC31CN(C(=O)CC2CC2)C1,1,2,nt,9,-0.1,nt,nt,-0.2
COc1ccc(NC(=O)c2ccc3ccccc3c2)cc1,-52,-3,31,1,0.0,4,-9,nt
Cc1cc(NC(=O)CSc2nnnn2-c2ccccc2)no1,3,-14,nt,5,0.2,nt,10,nt
O=C(CSCc1ccc(F)cc1)NCc1cccs1,-9,-8,nt,-5,0.0,nt,2,-0.4
COc1cc(CN(C(=O)c2ccco2)C2CCS(=O)(=O)C2)cc(OC)c1OC (configuration not stated),4,-9,-1,1,0.0,-3,6,0.4
C[C@H]1CN([C@@H](C)CO)C(=O)c2cc(NC(=O)CCN3CCOCC3)ccc2O[C@@H]1CN(C)C(=O)Nc1ccc2c(c1)OCO2,-10,2,-5,12,0.0,6,nt,-2.7
CCn1c(COc2ccc(Cl)c(C)c2)nnc1SCC(=O)N1CCCC1,nt,-18,-1,-7,nt,-3,-18,nt
Cc1cc(C(=O)c2ccc(C(C)(C)C)cc2)c(NC(=O)CCl)s1,nt,nt,nt,nt,0.0,-14,1,0.4
S=C1NCCOCCOCCOCCNC(=S)N2CCOCCOCCN1CCOCCOCC2,20,-5,-5,-1,0.1,nt,1,2.7
CCCN1CCC(NC(=O)Cc2cccc(C)c2)CC1,5,-12,-6,3,0.1,5,-3,nt
